Screening data (PubChem BioAssay)
Neddylation inh – inhibitors of cullin neddylation, primary screen, biochemical, TR-FRET, uHTS, NAE and Ubc12; calls only at 25 µM; NEDD8-conjugating enzyme Ubc12 (Homo sapiens) + NEDD8-activating enzyme E1 regulatory …; AID 651699, 2012; 360,000 tested, 0.58% active; in the data active means inhibition above about 36%
Target sequence (P61081 whole entry, looked up): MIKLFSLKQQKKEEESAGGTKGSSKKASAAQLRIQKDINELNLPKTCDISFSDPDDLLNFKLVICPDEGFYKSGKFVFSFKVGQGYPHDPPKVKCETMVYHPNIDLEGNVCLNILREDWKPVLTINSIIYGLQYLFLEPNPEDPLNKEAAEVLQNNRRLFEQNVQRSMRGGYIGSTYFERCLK
Target sequence (Q13564 whole entry, looked up): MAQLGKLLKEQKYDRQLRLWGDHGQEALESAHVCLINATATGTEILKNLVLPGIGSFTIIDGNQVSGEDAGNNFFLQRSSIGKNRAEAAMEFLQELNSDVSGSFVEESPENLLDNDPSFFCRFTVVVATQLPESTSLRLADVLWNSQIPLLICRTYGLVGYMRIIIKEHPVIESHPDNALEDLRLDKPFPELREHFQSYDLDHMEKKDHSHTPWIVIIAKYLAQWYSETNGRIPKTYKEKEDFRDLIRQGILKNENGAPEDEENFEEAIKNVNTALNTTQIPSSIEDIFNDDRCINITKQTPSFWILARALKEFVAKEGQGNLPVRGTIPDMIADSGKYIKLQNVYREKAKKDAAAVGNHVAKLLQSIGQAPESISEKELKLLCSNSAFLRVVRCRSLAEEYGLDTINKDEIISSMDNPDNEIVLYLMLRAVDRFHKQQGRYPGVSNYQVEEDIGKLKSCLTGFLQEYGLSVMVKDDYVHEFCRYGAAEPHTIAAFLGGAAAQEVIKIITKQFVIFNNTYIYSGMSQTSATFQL
FAS TE block – FAS thioesterase domain inhibitors, primary screen, biochemical, fluorescence intensity, uHTS. inhibition, % at 15 µM. 360,000 tested, 0.67% active. AID 602261, 2012. Fatty acid synthase (Homo sapiens), P49327. recombinant FAS-TE, OMFH fluorogenic substrate, fluorescence endpoint;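 active means compounds whose normalised, plate-corrected inhibition of enzyme fluorescence in the single-dose primary screen is 50% or more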;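 further: 0% = DMSO with enzyme and 100% = substrate without enzyme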
E coli Lon inh – inhibitors of E. coli Lon protease, primary screen, biochemical, fluorescence polarization; inhibition, % at 7.94 µM; P0A9M0; purified E. coli Lon protease; AID 602123, 2011; 360,000 tested, 0.42% active; in the data active means inhibition above about 13%, passing the limit was not always enough;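 further: 0% = enzyme with probe and DMSO and 100% = no enzyme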
Rin1 Abl inh – inhibitors of Rin1-Abl protein binding, primary screen, biochemical, TR-FRET. 360,000 tested, 0.4% active. Tyrosine-protein kinase ABL1 (Homo sapiens) + Ras and Rab interactor 1 (Homo sapiens), …. inhibition, % at 7.35 µM; in the data active means inhibition above about 5%, passing the limit was not always enough
PABP1 MLLE inh – inhibitors of PABP1 MLLE–PAM2 peptide binding, primary screen, biochemical, fluorescence polarization, FITC-PAM2, GST-MLLE | Polyadenylate-binding protein 1 (Homo sapiens), P11940 | inhibition, % at 20 µM | 360,000 tested, 0.36% active; in the data active means inhibition above about 35%, passing the limit was not always enough;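 further: plate controls were DMSO wells with GST-MLLE for no effect and wells lacking GST-MLLE protein for full effect; some results filed as inactive read as strong as hits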
MsrA act – bovine MsrA enzyme activators, primary screen, biochemical, absorbance, HTS | Methionine sulfoxide reductase A (Bos taurus) | purified bovine MsrA, absorbance read-out | activation, % at 10.6 µM | 360,000 tested, 0.3% active | AID 602163, 2012; in the data active means activation above about 7.5%;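 further: 0% = vehicle and 100% = reference activator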
SKN-1 inh – suppressors of acrylamide-induced Pgst-4::GFP reporter in worms, primary screen, SKN-1 inhibitor project, whole organism, uHTS, GFP/RFP fluorescence ratio, strain VP596 | C. elegans VP596 Pgst-4::GFP/RFP ratio, 24 h | inhibition, % at 21.8 µM | 360,000 tested, 0.49% active | AID 624304, 2012;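 active means interference check ratio from 0.5 to 1.5 plus GFP to RFP signal ratio inhibition reaching or exceeding a fixed threshold, cut at about 30% in these data, passing the limit was not always enough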; further: some compounds called inactive have numbers as strong as hits
MT1-MMP act inh – blockers of MT1-MMP proenzyme processing, primary screen, HT1080 RFP-PRO-GFP cells, GFP/RFP fluorescence; Matrix metalloproteinase-14 (Homo sapiens), P50281; GFP/RFP ratio fluorescence, overnight; percent of plate control window, DMSO zero; GFP/RFP ratio change, % at 20 µM; 360,000 tested, 0.061% active;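 active means GFP/RFP ratio change of at least 30% with cell ATP level not reduced by more than half and red fluorescence within 50% of control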; further: strong numbers were not always called active
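Material: RFP-PRO-GFP reporter HT1080 cells. Dosing: single-point 20 µM compound, 1% DMSO. Controls: DMSO and RFP-L50D-GFP cell wells. Timing: cells overnight before dosing, compound overnight, 37 °C, 5% CO2. Measure: GFP/RFP fluorescence ratio.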
NRP1-CendR mod – modulators of CendR peptide binding to NRP-1, primary screen, biochemical, fluorescence polarization, uHTS; FAM-RPARPAR peptide binding to NRP-1; inhibition, % at 25 µM; 360,000 tested, 0.85% active; AID 602438, 2012;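 active means inhibition or corrected inhibition above about 18%, plus a signal ratio from 0.5 to 1.5, limit read from the data, passing the limit was not always enough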; further: strong numbers were not always called active
* marks the source's active call; other numbers are inactive results; i = inactive; / = not tested or not shown.

1) Cc1ccc(OCCN2CCNCC2)c([N+](=O)[O-])c1
2) O=C(Nc1ccc(NC(=O)c2ccc(S(=O)(=O)c3ccccc3)cc2)cc1)c1ccccc1
3) C[C@@H]1CN([C@H](C)CO)C(=O)c2cc(Br)cnc2O[C@@H]1CN(C)C(=O)NC1CCCC1
4) COc1cc(/C=C(/C(=O)O)c2ccc(-c3ccccc3)cc2)cc(OC)c1OC
5) CCN(CC)CCn1c2c(c(SCC(=O)Nc3ccc4c(c3)OCCO4)nc1=O)CCCC2
6) O=c1c(CN2CCN(Cc3ccccc3F)C(CCO)C2)coc2ccccc12 (centres undefined)
7) COc1cccc(/C=C/C(=O)OCC(=O)N2CCCC2)c1OC
8) O=C(Nc1ccnn1C1CCN(CC2CC=CCC2)CC1)c1ccccc1 (centres undefined)
entry no.	1	2	3	4	5	6	7	8
Neddylation inh	i	i	i	i	i	i	i	i
FAS TE block	-9	-9	-5	14	-5	-6	-7	-5
E coli Lon inh	8	-8	0	-3	0	1	1	2
Rin1 Abl inh	7	0	2	2	-4	0	-2	2
PABP1 MLLE inh	6	-10	-21	4	13	-9	11	17
MsrA act	-3	2	-2	-4	-1	0	-2	-6
SKN-1 inh	-2	2	7	10	10	22	-30	3
MT1-MMP act inh	0	-3	1	-2	-3	-2	-3	-2
NRP1-CendR mod	11	0	-8	-20	1	-3	-6	2

9) CNc1c(N)c(=O)oc2ccccc12
10) CC(C)Oc1ccc(S(=O)(=O)N2CCOCC2)cc1NC(=O)c1nn(C)c(=O)c2ccccc12
11) COC(=O)c1ccc(NC(=O)CN(Cc2ccc(Cl)cc2)S(C)(=O)=O)cc1
12) C[C@@H]1CN([C@@H](C)CO)C(=O)c2cccc(NS(C)(=O)=O)c2O[C@H]1CN(C)Cc1ccc(C(=O)O)cc1
13) O=C(NCNC(=O)c1ccccc1)c1ccccc1
14) Cc1ccc2c(c1)c1ncnc(N3CCN(c4ccccc4)CC3)c1n2C
15) c1cn(CCCNC2=NCCCCC2)cn1
16) COc1cc(/C=N/NC(=O)CSc2ccccn2)ccc1OC(C)C
entry no.	9	10	11	12	13	14	15	16
Neddylation inh	i	i	i	i	i	i	i	i
FAS TE block	0	67*	12	-13	-6	13	-8	-3
E coli Lon inh	2	-3	0	-8	1	0	-14	1
Rin1 Abl inh	3	3	7	2	4	0	5	17*
PABP1 MLLE inh	-8	-3	4	-3	-8	-4	1	-6
MsrA act	-3	-2	-4	-2	-8	-3	1	-6
SKN-1 inh	5	-2	2	4	-1	2	4	7
MT1-MMP act inh	-7	2	1	-1	8	7	2	-1
NRP1-CendR mod	0	5	4	26*	0	-6	3	5

17) CCCn1nc2cc(C(=O)NCCc3ccc(C)cc3)ccc2c1OCC
18) Cc1ccc(CCNC(=O)CC(C)CC2=NS(=O)(=O)c3ccccc3N2)cc1 (centres undefined)
19) Cc1ccc(C)c(C(=O)COc2ncnc3ccccc23)c1
20) COC(=O)c1cc2sccc2n1Cc1nc(-c2ccc(Cl)cc2)oc1C
21) CCN(CC)CCN(C(=O)c1ccc2c(c1)CCCC2)c1nc2c(OC)cccc2s1
22) COc1ccc(C(=O)NCCCN2CCN(CCCNC(=O)c3ccc(OC)c(OC)c3)CC2)cc1OC
23) CN(C)CCCNCCNC(=O)/C=N\O
24) Cc1ccc(C)c(N2CCN(c3ncccc3[N+](=O)[O-])CC2)c1
entry no.	17	18	19	20	21	22	23	24
Neddylation inh	/	i	i	i	i	i	i	i
FAS TE block	1	-7	2	19	21	-5	-7	17
E coli Lon inh	-8	7	-6	-2	-10	-12	-1	-4
Rin1 Abl inh	1	0	-2	2	-3	0	-1	-1
PABP1 MLLE inh	-12	-2	-5	5	1	-14	-1	2
MsrA act	0	2	-4	0	-1	-3	-1	-2
SKN-1 inh	17	13	-5	2	7	-3	2	-8
MT1-MMP act inh	6	4	0	3	0	3	1	-7
NRP1-CendR mod	26*	4	-5	13	-5	1	1	-12

Grouped by structure, the compounds so far containing a Cl atom.
11) COC(=O)c1ccc(NC(=O)CN(Cc2ccc(Cl)cc2)S(C)(=O)=O)cc1
20) COC(=O)c1cc2sccc2n1Cc1nc(-c2ccc(Cl)cc2)oc1C
entry no.	11	20
Neddylation inh	i	i
FAS TE block	12	19
E coli Lon inh	0	-2
Rin1 Abl inh	7	2
PABP1 MLLE inh	4	5
MsrA act	-4	0
SKN-1 inh	2	2
MT1-MMP act inh	1	3
NRP1-CendR mod	4	13

The listing continues:
25) COc1cc(C(=O)N2CCN=C2c2ccccc2)cc(OC)c1OC
26) Cc1cnc(C(=O)OCC(=O)N2CCC(C)CC2)cn1
27) Cn1c(C(=O)NCCN2CCOCC2)cc2sccc21
28) O=C(/C=C/c1ccco1)N1CCC(Cc2ccccc2)CC1
29) O=C(N/N=C\c1ccc(F)cc1)c1cc(OCC(F)(F)F)ccc1OCC(F)(F)F
30) CCOc1ccc(CSc2nc(C)cc(COC)c2C#N)cc1OCC
31) Nn1c(SCC(=O)NCc2ccc3c(c2)OCO3)nnc1C1CC1
32) Cn1c(NCCN2CCOCC2)nc2c1c(=O)n(Cc1cccc(Cl)c1)c(=O)n2C
entry no.	25	26	27	28	29	30	31	32
Neddylation inh	i	i	i	i	i	i	i	i
FAS TE block	-12	-4	-8	13	7	26	-6	-3
E coli Lon inh	-7	-3	-7	-4	-12	-2	2	3
Rin1 Abl inh	-3	-2	2	-2	-3	-3	3	-3
PABP1 MLLE inh	-3	-34	6	-2	-1	2	5	-1
MsrA act	-3	-1	-10	-6	-3	-2	2	0
SKN-1 inh	-23	6	0	-2	-6	2	-12	14
MT1-MMP act inh	2	-2	0	-5	-1	-2	-1	6
NRP1-CendR mod	5	23*	-13	-17	4	1	6	15

33) CC1CCc2nc3sc4c(c3c(N)c2C1)CCCC4 (centres undefined)
34) CC1(C)CC2CC(C)(CN2C(=O)c2ccc([N+](=O)[O-])cc2)C1 (centres undefined)
35) CCOc1ccc(C(=O)Nc2ccc(NC(=S)NC(=O)CC)cc2)cc1Cl
36) COc1cc(SC)ccc1C(=O)NCCNC(=O)c1nonc1N
37) Cc1ccc(C(=O)N2CCCCCC2)cc1S(=O)(=O)N1CCOCC1
38) Cc1ccc2nc(-c3ccc(SCC(=O)Nc4cc(C)on4)nc3)[nH]c2c1
39) CC1CCN(C(=O)CN(C)S(=O)(=O)c2cccc3nsnc23)CC1
40) CCN(CC(=O)Nc1c(F)cccc1F)C(=O)c1ccccn1
entry no.	33	34	35	36	37	38	39	40
Neddylation inh	i	i	i	i	i	i	i	i
FAS TE block	4	0	-2	-4	-7	5	-6	-6
E coli Lon inh	5	1	-11	-1	-19	6	5	-6
Rin1 Abl inh	1	-1	-2	2	2	-2	-3	0
PABP1 MLLE inh	-4	3	-6	3	-9	6	-8	-16
MsrA act	1	-3	-10	-5	-2	-3	0	-6
SKN-1 inh	3	2	-1	4	13	12	-10	-19
MT1-MMP act inh	1	1	2	-1	-3	8	-5	-3
NRP1-CendR mod	-12	-2	-20	-4	15	-6	11	-3

41) CC(C)=CC/C=C1\CCC(C(=O)O)C(C(=O)O)C1 (centres undefined)
42) CC12CCC(=O)N1C(C(=O)NCCN1C(=O)S/C(=C\c3ccc(OC(F)F)cc3)C1=O)CS2 (centres undefined)
43) COCC(=O)N(CCN(C)C)Cc1cc2cc3c(cc2nc1Cl)OCO3
44) CCCCNC(=O)C1(C)CCCCN1C(=O)c1ccc2c(c1)CCO2 (centres undefined)
45) CN(C)c1cccc2cccc(N(C)C)c12
46) O=C(NC1(C(F)(F)F)N=C(c2ccccc2)NC1=O)c1ccc(Cl)cc1Cl (centres undefined)
47) COCC(C)n1c(C)cc(C(=O)COc2ccc(S(=O)(=O)N3CCOCC3)cc2Cl)c1C (centres undefined)
48) CC(NC(=O)c1ccc(F)cc1)c1ccc(F)cc1 (centres undefined)
entry no.	41	42	43	44	45	46	47	48
Neddylation inh	i	i	i	i	i	i	i	i
FAS TE block	-6	8	1	-7	-3	-7	12	-10
E coli Lon inh	9	-2	-4	6	10	-6	-2	0
Rin1 Abl inh	0	-1	3	3	-2	3	3	2
PABP1 MLLE inh	1	-11	2	-2	-11	2	4	11
MsrA act	0	-9	-2	-9	1	-4	-2	3
SKN-1 inh	15	9	0	-6	0	-2	-7	7
MT1-MMP act inh	4	-2	3	5	/	-2	-1	-1
NRP1-CendR mod	-17	-9	10	1	13	0	0	6

49) N#C/C(=C\c1ccccc1)c1nc2ncccc2[nH]1
50) CCOc1ccc2nc(NC(=O)CSc3nnnn3C3CCCCC3)sc2c1
51) COc1cc(/C=C(\NC(=O)c2ccccc2)C(=O)NCC(=O)O)c([N+](=O)[O-])cc1OC
52) COCCCN1C(=O)C(CC(=O)NCCc2ccccn2)CC(C(=O)N2CCOCC2)=C1C (centres undefined)
53) O=C1COc2ccc(C(=O)/C=C/c3ccccc3)cc2N1
54) O=C(O)c1ccc2c(c1)C(=O)N(c1cc([N+](=O)[O-])ccn1)C2=O
55) Cc1ccc(-n2c(SCC(=O)O)nc3sc4c(c3c2=O)CCCC4)cc1
56) CCOC(=O)N1CCN(C(=O)c2cccc(OC)c2OC)CC1
57) CCC(C)(C)n1nnnc1C(c1ccccn1)N1CCCCC1 (centres undefined)
58) Cc1onc(-c2ccccc2)c1C(=O)Nc1ccc(Cl)cn1
entry no.	49	50	51	52	53	54	55	56	57	58
Neddylation inh	i	i	i	i	i	i	i	i	i	i
FAS TE block	5	18	-12	-11	-7	1	0	-12	-9	8
E coli Lon inh	-5	-6	8	0	-1	-1	3	-6	-8	5
Rin1 Abl inh	-3	-3	-2	-1	-3	-3	1	-4	3	0
PABP1 MLLE inh	-9	35	10	0	7	21	10	-9	3	3
MsrA act	-5	-1	-4	-12	-9	-4	-9	-2	-1	-7
SKN-1 inh	-11	15	6	11	11	12	-2	3	-18	-10
MT1-MMP act inh	-7	-6	1	1	7	-2	-3	-1	3	-7
NRP1-CendR mod	-11	-3	0	6	0	-6	-4	-1	2	-1

Retrieved by compound from the entries so far, six records:
49) N#C/C(=C\c1ccccc1)c1nc2ncccc2[nH]1
53) O=C1COc2ccc(C(=O)/C=C/c3ccccc3)cc2N1
50) CCOc1ccc2nc(NC(=O)CSc3nnnn3C3CCCCC3)sc2c1
52) COCCCN1C(=O)C(CC(=O)NCCc2ccccn2)CC(C(=O)N2CCOCC2)=C1C (centres undefined)
57) CCC(C)(C)n1nnnc1C(c1ccccn1)N1CCCCC1 (centres undefined)
55) Cc1ccc(-n2c(SCC(=O)O)nc3sc4c(c3c2=O)CCCC4)cc1
entry no.	49	53	50	52	57	55
Neddylation inh	i	i	i	i	i	i
FAS TE block	5	-7	18	-11	-9	0
E coli Lon inh	-5	-1	-6	0	-8	3
Rin1 Abl inh	-3	-3	-3	-1	3	1
PABP1 MLLE inh	-9	7	35	0	3	10
MsrA act	-5	-9	-1	-12	-1	-9
SKN-1 inh	-11	11	15	11	-18	-2
MT1-MMP act inh	-7	7	-6	1	3	-3
NRP1-CendR mod	-11	0	-3	6	2	-4
